# Source: PubChem (Broad Institute)
# PAX8 reporter: inhibitors of PAX8-driven TPO luciferase reporter, primary screen, RMG-I cells, single concentration; SteadyGlo, 24 h; inhibition, % at 12.6 µM; 360,000 tested, 1.2% active; AID 652154, 2013;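 active = mean replicate inhibition at least 60% with every replicate also reaching 60%; inconclusive = only one of the two criteria is met; inactive = mean below 60% and not all replicates reaching 60%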;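 also: luciferase light reporting Pax8 driven TPO promoter activity; plate controls were median of neutral control wells for no effect and mitoxantrone controls for full effect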
# EWS-Fli block: EWS/Fli-driven NR0B1 reporter inhibitors, primary screen, A673 cells, NR0B1 luciferase, luminescence, MLPCN library | inhibition, % at 12.6 µM | AID 651661, 2012 | 350,000 tested, 0.67% active | viability-normalised;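 active = mean inhibition of at least 50% after viability correction, with every replicate also passing that limit; inconclusive = mean reaches 50% but only one of two replicates passes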;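 also: firefly luciferase signal divided by Alamar Blue viability fluorescence both relative to DMSO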
# Cneo AK release: Cryptococcus neoformans cell lysis inducers, primary screen, AK release luminescence, single concentration. 360,000 tested, 0.2% active. lysis activity, % at 15 µM. AID 651654, 2012. C. neoformans lysis, adenylate kinase release luminescence, 4 h; normalised: neutral wells 0, clomiphene wells 100;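 active = mean lysis activity across replicates of at least 80%, whatever share of replicates individually reach that level; inactive = mean lysis activity below 80%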
#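 Schedule: static 4 h at 37 °C with compound, 1 h detection; system: C. neoformans cells; benchmarks: Clomiphene as positive control; buffer or medium: fresh YPD medium; measure: luminescence rise reflecting yeast cell lysis; measured by: luminescent adenylate kinase detection reagent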
# PGC1a acetyl inh: inhibitors of PGC1a acetylation signal, primary screen, cell-based, U2OS, AlphaScreen, inhibitor mode; AlphaScreen anti-acetyl-lysine; with virally co-expressed GCN5 acetyltransferase; inhibition, % at 15.6 µM; 350,000 tested, 0.17% active; AID 651687, 2012;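 active = every replicate shows inhibition of at least 40%; inconclusive = mean inhibition at least 40% but some replicate below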;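 also: 0% = neutral control wells and 100% = positive control wells; some results beyond the cut were filed as inactive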
# FN deposit inh: inhibitors of fibronectin matrix deposition, primary screen, AH1F cells, Alexa488-fibronectin fluorescence, plate reader; AH1F fibroblasts, overnight; inhibition, % at 12.6 µM; 350,000 tested, 0.086% active; AID 743247, 2014;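 active = mean inhibition across replicates of 30% or more, regardless of how many single replicates reach that level; inconclusive = mean under 30% yet at least half of replicates reach 30%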;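 also: positive control wells lacked labelled fibronectin entirely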
#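 Material – AH1F fibroblast monolayer, labelled fibronectin deposition · Reagent – labelled fibronectin 24 nM · Timing – 1 h adhesion, overnight exposure · Measured by – fluorescence at 485 nm excitation, 525 nm emission · Read-out – inhibition of fibronectin deposition signal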
# LGR2 inh: inhibitors of bursicon-induced LGR2 CRE-luciferase signal, primary screen, cell-based, HEK293, CRE-luciferase reporter, bursicon stimulation; Drosophila bursicon receptor LGR2 (rickets); bursicon-stimulated, 4 h; inhibition, % at 9.99 µM; 380,000 tested, 0.35% active; AID 720647, 2013;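 active = drop in luminescence signal, shown as inhibition above about 50% in the replicate tests, limit read from the data, passing the limit was not always enough; inconclusive = probably only some replicates passing the limit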;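 also: agonist challenge used bursicon conditioned medium at about half maximal strength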
# miR122 inh: miR-122 Renilla sensor signal increase in Huh7, primary screen, miR-122 inhibitor project, cell-based, single point, plate reader; Huh7 miR-122 Renilla luciferase sensor, 48 h; neutral wells = 0, positive control = 100; 340,000 tested, 0.3% active; activation (reporter increase), % at 12.5 µM;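 active = mean replicate activation score at least 90 and every replicate individually at or above 90; inconclusive = only one of the two criteria met; inactive = neither criterion met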;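 also: higher luciferase means less miR-122 activity so hits act as miR-122 inhibitors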
# Casp6 inh: human caspase-6 inhibitors, primary screen, biochemical, VEID-R110 fluorescence, single point, set 2; inhibition, % at 12.5 µM; 350,000 tested, 0.53% active; P55212; purified caspase-6, Z-VEID-R110 cleavage fluorescence;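 active = mean inhibition across replicates at least about 35%, with every replicate also reaching that limit, limit read from the data; inconclusive = only one of the two criteria met; inactive = neither criterion met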;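 also: 0% = median of neutral control wells and 100% = no fluorescence left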
# Target sequence (P55212 24-179 limits assumed): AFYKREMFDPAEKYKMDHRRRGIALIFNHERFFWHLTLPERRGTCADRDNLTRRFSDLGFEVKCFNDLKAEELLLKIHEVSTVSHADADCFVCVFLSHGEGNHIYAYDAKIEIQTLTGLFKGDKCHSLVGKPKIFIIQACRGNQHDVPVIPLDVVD
# Target sequence (P55212 194-293 limits assumed): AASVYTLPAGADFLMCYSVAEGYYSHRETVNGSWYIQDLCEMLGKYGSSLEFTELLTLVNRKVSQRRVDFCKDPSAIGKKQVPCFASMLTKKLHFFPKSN
# * = called active by the depositor; ? = inconclusive; . = no result given; [ ] = remark or other dose.
SMILES,PAX8 reporter,EWS-Fli block,Cneo AK release,PGC1a acetyl inh,FN deposit inh,LGR2 inh,miR122 inh,Casp6 inh
O=C1NC[C@@H](CCCCN2C[C@H](Cc3ccc(O)cc3)N(CC3CCCCC3)C(=O)C2=O)N(CCc2ccccc2)C1=O,-38.1,-5.9,.,.,-6.3,-13.3,.,5.9
COc1ccc(S(=O)(=O)Nc2cccc3c2O[C@H](CN(C)Cc2ccc(C(=O)Nc4ccccc4N)cc2)[C@@H](C)CN([C@@H](C)CO)C3=O)cc1,12.3,-0.7,.,5.9,.,25.4,.,.
CN(C)S(=O)(=O)c1ccc(C(=O)OCC(=O)NC(=O)NCc2ccccc2)cc1,-9.9,.,-1.1,11.7,-2.5,.,6.4,.
CC1(C)CC(=O)C2=C(C1)NC(SCC(=O)Nc1ccccc1)=C(C#N)C2c1ccco1 (configuration not stated),.,.,0.6,3.6,.,-4.3,-1.8,.
CC(=O)Nc1cccc(N/C(N)=N/c2nc(C)cc(C)n2)c1,2.3,-3.0,.,.,1.5,-2.7,.,3.4
COc1ccc(-c2cnc3c(c2)C(=O)N([C@@H](C)CO)C[C@H](C)[C@@H](CN(C)Cc2ccccn2)O3)cc1,.,5.9,-0.3,2.6,-8.8,11.5,1.9[16.7 µM],2.3
COc1ccc(N(C(=O)c2csnn2)C(C(=O)NC2CCCC2)c2cccs2)cc1 (configuration not stated),8.7,1.3,-2.5,-53.1,0.6,-11.2,5.7,0.9
CC1(C)CC2CC(C)(CN2S(=O)(=O)c2ccc(N)cc2)C1 (configuration not stated),.,.,-0.7,-8.1,6.8,.,19.3,.
O=C(Nc1ccccc1)[C@@H]1[C@@H](CO)[C@@H]2Cn3c(cccc3=O)[C@@H]2N1Cc1ccccc1Cl,12.5,-17.0,0.8,10.4,.,15.8,-2.2[16.7 µM],-4.6
Cc1nn(C)c(C)c1C1C(C#N)=C(N)OC2=C1C(=O)CC(C)(C)C2 (configuration not stated),3.6,1.7,-2.5,-2.3,4.9,1.3,-3.3,5.8
CSc1sccc1/C=N/O,-16.8,-6.2,.,.,-6.5,-1.0,.,4.4
O=C(O)CCC(=O)Nc1ccc(Oc2ncnc3cc(Cl)ccc23)nc1,-24.9,-5.9,-1.4,4.9,-1.1,2.1,-6.4,-1.0
CN(C(=O)c1cccc(NC(=O)Cc2ccc(NC(=O)C3CCCN(C(=O)C4CCC4)C3)cc2)c1)C1CCCC1 (configuration not stated),5.4,0.5,-1.0,.,-9.9,-22.4,.,3.5
CC(C)NC(=O)N[C@@H]1CC[C@H](CCNC(=O)C2CCC2)O[C@H]1CO,3.0,-0.1,-5.1,4.4,.,4.2,-0.4[16.7 µM],5.1
COCc1cc(Sc2ccc(OC)cc2)nc(-c2ccccc2)n1,4.5,6.9,.,1.5,-1.8,-3.1,.,1.8
CCOc1ccc(NC(=O)n2ncc3c(C)cccc32)cc1,-177.6,-37.2,-1.8,5.9,2.8,-105.8,-5.1,-0.3
CCN1CCN(C(c2cccs2)C(C)NC(=O)c2cccc(OC)c2)CC1 (configuration not stated),.,0.8,0.6,6.6,3.0,0.8,0.2,3.9
CC(=O)NC(CC(=O)NC12CC3CC(CC(C3)C1)C2)c1ccccc1 (configuration not stated),-10.8,.,-2.8,2.3,3.9,19.5,-1.5,.
O=C(NCCc1ccccc1F)C1CCC(=O)N(CCCN2CCCC2=O)C1 (configuration not stated),13.8,4.2,3.1,-1.9,10.9,-19.1,1.9,1.6
C[C@@H]1CN([C@H](C)CO)C(=O)c2cccc(NS(=O)(=O)c3ccccc3)c2O[C@H]1CN(C)S(=O)(=O)c1cccs1,.,0.4,.,12.2,.,10.8,2.8[16.7 µM],-0.7
COc1ccc2ccccc2c1CNCCCN1CCOCC1,-1.6,-0.8,.,-2.5,-0.9,-3.2,.,-5.9
COc1cccc(CNC(=O)CC2C(=O)NCCN2CCCc2ccccc2)c1 (configuration not stated),-4.7,18.6,-0.7,.,-2.0,-6.9,-4.7,-2.1
COCC(=O)N(C)C[C@H]1Oc2ncc(C#C[C@@H](C)O)cc2C(=O)N([C@H](C)CO)C[C@H]1C,.,2.4,7.4,2.4,9.2,7.0,-2.1[16.7 µM],2.4
CCCn1c(SCC(=O)NCc2ccco2)nnc1-c1ccncc1,15.4,14.1,.,.,-2.6,.,.,4.4
Nc1cccnc1Sc1ccc([N+](=O)[O-])cn1,-42.3,-1.1,0.0,-8.3,-9.7,-1.8,-14.9,-0.8
CCN(CC)C(=O)C(=O)N/N=C/c1ccc(C(=O)O)cc1,-10.0,.,-5.7,1.7,5.3,7.2,-3.0,.
CC1CCCCN1S(=O)(=O)c1cnc(Cl)c(Br)c1 (configuration not stated),45.1,17.7,.,.,1.4,4.7,.,1.0
CC(C)n1c(=O)c2ccccc2n1Cc1cn(Cc2cccs2)nn1,-6.8,-21.3,1.4,9.9,-7.2,?,2.2,-1.2
Cc1ccccc1NC(=O)/C=C/c1cccs1,-83.3,-108.8,.,.,1.7,-46.3,.,2.5
CN1c2ccc(C=O)c3c(C=O)ccc(c23)N(C)C1(C)C,5.8,12.8,-13.5,.,-0.8,17.6,.,19.0
COc1ccc(N(CC(=O)Nc2cccc(C(F)(F)F)c2)S(C)(=O)=O)cc1,-33.2,.,-0.6,-1.4,2.0,.,2.5,.
C[C@@H]1CN([C@H](C)CO)C(=O)c2cc(NC(=O)C3CC3)ccc2O[C@H]1CN(C)CC1CCCCC1,-2.0,-4.9,1.2,7.5,.,5.8,5.0[16.7 µM],-0.5
CCN(C1CCCCC1)S(=O)(=O)c1c(C)n(C)c(=O)n(C)c1=O,4.2,-5.5,-1.0,.,6.7,-22.5,.,3.4
Cc1ccc(-c2cc([C@H]3[C@H]4C=CC[C@@H](C)[C@@H]4C(=O)N3Cc3ccccc3)ccc2F)cc1,-9.9,8.7,0.2,-23.2,8.9,14.3,0.8,.
COc1ccc2c(c1)C1=NN(/C(C)=C/C(C)=O)C(c3ccc(F)cc3)C1CC2 (configuration not stated),-28.7,.,-8.5,11.3,-4.6,-24.8,7.4,2.8
CC1(C)CC(=O)C(N=Nc2ccc(OC(F)F)cc2)=C(O)C1,-14.8,-54.2,.,.,10.4,-47.8,.,0.0
O=C(C[C@@H]1C=C[C@H](NC(=O)c2cccnc2)[C@H](CO)O1)NCc1ccc(Cl)c(Cl)c1,8.1,-6.7,2.4,-2.6,-1.8,20.3,5.3[16.7 µM],1.1
O=C(CN1CCOCC1)N1CC[C@@H]2[C@@H](CO)Nc3ccc(-c4ccc(F)cc4)cc3[C@@H]21,-8.2,-1.0,-2.2,-8.7,-5.7,-0.3,-4.0[16.7 µM],0.3
O=C(Cc1ccccn1)N[C@@H]1C=C[C@H](CC(=O)N2CCCCC2)O[C@@H]1CO,-0.4,6.0,-0.1,1.9,-7.2,-2.7,.,1.3
Cc1ccc(NC(=O)CN2CCN(CCN=CC3=C(O)CC(c4ccccc4)CC3=O)CC2)cc1 (configuration not stated),-8.6,3.8,.,.,0.6,.,.,-2.3
COC(=O)CS(=O)(=O)c1ccsc1C(=O)Nc1ccc(F)cc1,-44.9,7.7,0.4,.,12.3,.,-3.0,0.0
C[C@@H]1CCCCO[C@@H](CN(C)C(=O)Cc2ccccc2)[C@@H](C)CN([C@@H](C)CO)C(=O)c2cc(NC(=O)Cc3ccccc3)ccc2O1,-34.0,-2.6,-3.7,4.5,0.1,-4.2,30.6[16.7 µM],-0.8
CC(=O)N(C)c1ccc(NC(=O)Nc2ccccc2C)cc1,-63.0,-10.2,-7.1,-1.4,.,-17.1,-1.2,-2.3
S=C(Nc1ccc(N2CCOCC2)cc1)Nc1ccc2snnc2c1,-10.6,-8.9,.,.,.,-26.3,.,8.9
O=C1COc2ccc(S(=O)(=O)Nc3ccc4c(c3)OCO4)cc2N1,8.7,-16.9,5.1,13.7,14.0,11.0,14.5,12.1

# Another view of some results above.
# Value order: PAX8 reporter | EWS-Fli block | Cneo AK release | PGC1a acetyl inh | FN deposit inh | LGR2 inh | miR122 inh | Casp6 inh
CCN1CCN(C(c2cccs2)C(C)NC(=O)c2cccc(OC)c2)CC1 (configuration not stated)
    . | 0.8 | 0.6 | 6.6 | 3.0 | 0.8 | 0.2 | 3.9
CCN(CC)C(=O)C(=O)N/N=C/c1ccc(C(=O)O)cc1
    -10.0 | . | -5.7 | 1.7 | 5.3 | 7.2 | -3.0 | .
COc1ccc(-c2cnc3c(c2)C(=O)N([C@@H](C)CO)C[C@H](C)[C@@H](CN(C)Cc2ccccn2)O3)cc1
    . | 5.9 | -0.3 | 2.6 | -8.8 | 11.5 | 1.9[16.7 µM] | 2.3

# (list continues)
SMILES,PAX8 reporter,EWS-Fli block,Cneo AK release,PGC1a acetyl inh,FN deposit inh,LGR2 inh,miR122 inh,Casp6 inh
CON(C)C(=O)CC(CN(Cc1ccccc1)C(=O)OC(C)(C)C)c1ccc(Cl)cc1 (configuration not stated),9.3,8.5,2.4,.,-7.5,8.8,.,0.1
CCCC#Cc1cnc2c(c1)C(=O)N([C@H](C)CO)C[C@H](C)[C@@H](CN(C)C(=O)Nc1c(C)noc1C)O2,.,3.2,4.2,-0.2,-8.0,-1.4,-0.3[16.7 µM],0.6
O=C(NCCc1cn2ccccc2n1)c1ccc(Br)o1,9.2,1.2,0.6,2.0,-7.2,-29.0,-0.5,-0.4
O=C(NC1CCCC1)N1CC(=O)N2[C@H](CO)[C@@H](c3ccc(/C=C/c4ccccc4)cc3)[C@H]2C1,.,-14.3,.,2.0,.,5.1,.,-1.5
Cc1ccc2nc(-c3ccncc3)cc(C(=O)Nc3ccncc3)c2c1,-10.2,13.6,3.0,.,6.9,-8.3,2.6,-2.6
C[C@H](CO)N1C[C@H](C)[C@H](CN(C)S(=O)(=O)c2ccc(Cl)cc2)Oc2ccc(NC(=O)C3CCCCC3)cc2C1=O,-20.1,-3.9,-4.8,-5.6,.,.,3.1[16.7 µM],0.2
Cc1noc(C)c1NC(=O)Nc1ccc2c(c1)C(=O)N([C@@H](C)CO)C[C@@H](C)[C@H](CN(C)S(=O)(=O)c1cccs1)OCCCC[C@@H](C)O2,1.6,9.3,-1.0,.,-15.3,13.9,11.7[16.7 µM],-2.2
CCOc1ccc(CN(C)CC(=O)Nc2cccc3ccccc23)cc1OC,8.8,15.5,-0.7,-4.9,-6.4,-2.7,5.3,3.8
CCn1cnc2sc(C(=O)N3CCN(c4ccc(OC)cc4)CC3)c(C)c2c1=O,.,.,-1.5,-9.8,-5.4,10.7,4.6,.
Cc1ccc(S(=O)(=O)N(C)C[C@@H]2Oc3ccc(NS(=O)(=O)c4c(C)noc4C)cc3C(=O)N([C@H](C)CO)C[C@@H]2C)cc1,3.5,6.5,-1.2,1.5,.,-10.2,-2.2[16.7 µM],-0.4
CNC(=S)NCCC(c1ccccc1)c1ccccc1,-9.0,9.5,.,-0.9,4.3,-21.0,15.2,-7.3
